Compound activity from PubChem BioAssay.
CHRM5 PAM = human M5 muscarinic receptor positive allosteric modulators, primary screen, CHO-K1 cells, Fluo-8 calcium fluorescence. Muscarinic acetylcholine receptor M5 (Homo sapiens), P08912. CHO-K1 hM5, ACh EC20 PAM; 0% = ACh EC20, 100% = ACh EC100. activation, % at 3 µM. actives 0.3% (n = 360,000);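 active = activation above the run cutoff, the mean activation of all test compounds plus 3 SD, cut at about 18% in these data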
Target sequence (P08912 whole entry, looked up): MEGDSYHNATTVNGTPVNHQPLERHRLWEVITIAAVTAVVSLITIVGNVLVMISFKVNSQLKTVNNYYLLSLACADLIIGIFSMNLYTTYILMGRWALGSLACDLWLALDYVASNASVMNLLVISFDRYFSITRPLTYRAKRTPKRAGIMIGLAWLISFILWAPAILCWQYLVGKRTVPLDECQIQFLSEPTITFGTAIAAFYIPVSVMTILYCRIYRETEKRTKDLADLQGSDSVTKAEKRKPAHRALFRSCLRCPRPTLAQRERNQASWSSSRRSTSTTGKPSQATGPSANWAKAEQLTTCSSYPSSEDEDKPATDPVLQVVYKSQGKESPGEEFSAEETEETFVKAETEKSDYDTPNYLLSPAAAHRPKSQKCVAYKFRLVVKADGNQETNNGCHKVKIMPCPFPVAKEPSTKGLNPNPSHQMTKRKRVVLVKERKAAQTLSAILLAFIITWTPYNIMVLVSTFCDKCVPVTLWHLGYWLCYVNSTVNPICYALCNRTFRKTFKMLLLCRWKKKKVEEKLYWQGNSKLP
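Measured by: Fluo-8 calcium fluorescence; material: human M5 receptor in CHO-K1 cells; schedule: Post-acetylcholine fluorescence recording 140 s; benchmarks: low control EC20 acetylcholine (0%), high control EC100 acetylcholine (100%); read-out: Max/basal fluorescence ratio as % of EC20–EC100 ACh window; compound: single dose, 3 µM nominal final test concentration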
M1 antag = human M1 muscarinic receptor antagonists, primary screen, CHO-K1 cells, Fluo-8 calcium fluorescence, 1536-well; Muscarinic acetylcholine receptor M1 (Homo sapiens), P11229; CHO-K1 hM1, ACh EC80 antagonist; inhibition, % at 3 µM; actives 1.3% (n = 360,000);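 active = percent inhibition above its own plate's cutoff, namely the mean of that plate's compound wells plus 3 SD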;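 also: peak over basal fluorescence ratio during 140 s after agonist addition; 0% = ACh EC80 plus DMSO and 100% = DMSO alone without agonist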
CHRM1 PAM = human M1 muscarinic receptor positive allosteric modulators, primary screen, CHO-K1 cells, Fluo-8 calcium fluorescence, 1536-well; activation, % at 3 µM; CHO-K1 hM1, ACh EC20; 0% = ACh EC20, 100% = maximal ACh; Muscarinic acetylcholine receptor M1 (Homo sapiens), P11229; actives 0.088% (n = 360,000); AID 588819, 2011; in the data active = activation above about 19%, passing the limit was not always enough
M5 antag = human M5 muscarinic receptor antagonists, primary screen, CHO cells, Fluo-8 calcium fluorescence; CHO-hM5 cells, ACh EC80; inhibition, % at 3 µM; actives 0.59% (n = 360,000);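 active = inhibition above a per-plate cutoff, the mean of that plate's test compounds plus 3 SD, cut at about 27% in these data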;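 also: 0% = acetylcholine EC80 with DMSO and 100% = DMSO without agonist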
M4 antag = human M4 muscarinic receptor antagonists, primary screen, CHO cells, Fluo-8 calcium fluorescence; Muscarinic acetylcholine receptor M4 (Homo sapiens), P08173; inhibition, % at 3 µM; CHO-hM4 cells, ACh EC80; actives 0.73% (n = 360,000); AID 624125, 2012;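 active = inhibition above its plate's cutoff, the mean inhibition of sample wells plus 3 SD, cut at about 27% in these data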;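 also: 0% = acetylcholine EC80 with DMSO and 100% = DMSO without agonist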
Target sequence (P08173 whole entry, looked up): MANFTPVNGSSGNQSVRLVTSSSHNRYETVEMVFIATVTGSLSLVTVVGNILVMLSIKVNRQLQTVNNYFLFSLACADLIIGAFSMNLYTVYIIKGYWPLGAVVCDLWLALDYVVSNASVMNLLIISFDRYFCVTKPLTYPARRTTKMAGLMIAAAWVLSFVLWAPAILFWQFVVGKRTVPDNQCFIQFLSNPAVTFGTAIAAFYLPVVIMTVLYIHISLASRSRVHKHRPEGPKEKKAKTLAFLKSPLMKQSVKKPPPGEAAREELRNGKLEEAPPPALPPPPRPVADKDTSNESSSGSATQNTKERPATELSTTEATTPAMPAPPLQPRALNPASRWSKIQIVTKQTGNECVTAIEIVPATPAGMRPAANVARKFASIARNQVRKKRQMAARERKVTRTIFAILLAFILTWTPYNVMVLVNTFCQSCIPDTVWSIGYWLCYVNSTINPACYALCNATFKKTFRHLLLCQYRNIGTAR
CRFR2-BP ag = agonists of CRF-BP/CRF-R2 complex, primary screen, cell-based, HEK293, calcium dye fluorescence, uHTS. calcium dye fluorescence (FLIPR); percent of saturating CRF peptide response. activation, % at 13.2 µM. actives 0.46% (n = 350,000). AID 588473, 2011;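 active = activation of at least 50%, plus an integration ratio under a set limit after plate pattern correction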;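 also: plate controls were neutral control wells without compound for no effect and CRF at EC100 for full effect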
M4 PAM = human M4 muscarinic receptor positive allosteric modulators, primary screen, CHO-K1 cells, Fluo-8 calcium fluorescence. Muscarinic acetylcholine receptor M4 (Homo sapiens), P08173. CHO-K1 hM4/Gqi5, ACh EC20; 0% = ACh EC20, 100% = maximal ACh. activation, % at 3 µM. actives 0.4% (n = 360,000);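 active = activation above its plate's cutoff, the mean activation of sample wells plus 3 SD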; also: some results filed as inactive read as strong as hits
CHRM5 agonist = human M5 muscarinic receptor agonists, primary screen, CHO-K1 cells, Fluo-8 calcium fluorescence; activation, % at 3 µM; CHO-K1 hM5 cells; 0% DMSO wells, 100% maximal acetylcholine response; actives 0.19% (n = 360,000); AID 624037, 2012;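 active = activation above the run's mean over test compounds plus 3 SD, cut at about 23% in these data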;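 also: signal is peak over basal fluorescence ratio across the kinetic read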
M4 ag = human M4 muscarinic receptor agonists, primary screen, CHO-K1 cells, Fluo-8 calcium fluorescence. activation, % at 3 µM. AID 624127, 2012. CHO-K1 hM4/Gqi5; vehicle 0%, full acetylcholine response 100%. Muscarinic acetylcholine receptor M4 (Homo sapiens), P08173. actives 0.14% (n = 360,000);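 active = activation above the run mean over all test wells plus 3 SD, cut at about 32% in these data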;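 also: peak over basal fluorescence ratio per well then scaled between controls; 0% = DMSO wells and 100% = acetylcholine at EC100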
* = called active by the depositor; . = not tested or not shown. This is a random part of the collection; about 2.8% have a hit in one of these screens.

SMILES	CHRM5 PAM	M1 antag	CHRM1 PAM	M5 antag	M4 antag	CRFR2-BP ag	M4 PAM	CHRM5 agonist	M4 ag
CN(C)S(=O)(=O)N1CCC(Oc2ccc(C(=O)N3CCCCCC3)cc2)CC1	-10	-5	-3	10	-3	-1.7	-4	7	7
CC(C)C(=O)NNC(=O)CSc1nnc(-c2ccccc2)c(-c2ccccc2)n1	-3	-2	2	4	0	-1.2	2	1	0
COCc1cc(Sc2ccc(Cl)cc2)nc(C)n1	2	-1	6	7	-3	-0.7	3	-5	0
Cc1ccc(-n2nc(C(=O)NCc3ccco3)c3c4ccccc4n(C)c3c2=O)cc1	-26	14	-1	0	4	5.7	-5	-6	7
CCOC(=O)c1c(NC(=O)COC(=O)CCOc2cc(C)ccc2C)sc(C(=O)N(C)C)c1C	6	-10	4	2	-4	1.8	0	-1	1
Cc1nc2ccccc2c2c1C(=O)N(c1cccc(C(=O)O)c1)C2=O	-3	-3	-6	4	-9	0.3	9	2	1
Cc1cc(-c2ccn[nH]2)c(C)s1	0	12	-4	6	-1	-3.4	1	-5	1
CNc1c([N+](=O)[O-])cnn1-c1ccccc1F	-4	11	3	19	3	0.4	3	-1	1
NC1=NC(=O)/C(=C\c2cccnc2)S1	1	-1	11	-1	1	-0.8	2	-4	0
Cc1cccc(C(C)C)c1NC(=O)Cc1ccc(S(=O)(=O)N2CCOCC2)s1	-5	-24	6	8	1	-3.3	6	1	2
COc1ccc(/C=C2/C(=O)N(c3ccccc3)N=C2C)c(OC)c1	-2	-5	2	0	-14	2.7	-2	8	1
O=C(O)c1ccc(N2CC3CC(C2)c2cccc(=O)n2C3)c(NC(=S)Nc2ccc(Br)cc2)c1 (centres undefined)	-10	7	-2	2	-19	2.5	-2	7	7
COc1ccc(CNC(=O)CSCc2cccc(Cl)c2)cc1	-2	-9	11	4	1	-1.9	-3	-4	0
COc1ccc(C(CNC(=O)Cn2c(=O)oc3ccccc32)N(C)C)cc1 (centres undefined)	2	-3	3	0	-1	5.0	3	-4	1
Cc1cc(Oc2ccccc2)nc(NCc2ccccc2)n1	-5	1	-6	6	1	-1.8	20	-4	-1
COc1cc([C@H]2[C@@H]3CCCC[C@]3(O)CCN2CC(=O)Nc2ccc(C)cc2)ccc1O	-1	-4	8	9	9	1.7	-4	3	5
Cc1ccc2c(c1)C(=O)N1[C@H]3c4cc(C)ccc4OC[C@@H]3[C@H](c3ccccc3)[C@]1(C)C(=O)N2	-18	48*	-25	10	29*	1.2	-15	-4	1
CC(=O)C1=C(O)C(=O)N(c2cccc(Br)c2)C1c1ccccc1Cl (centres undefined)	4	-15	11	4	6	1.0	0	8	1
COC(=O)Nc1ccc(N2CCOCC2)c(S(=O)(=O)N2CCOCC2)c1	5	-3	0	8	3	1.4	2	-3	1
O=C(Nc1cc(C(F)(F)F)ccc1N1CCOCC1)c1ccc(F)cc1	0	-8	9	-1	-11	1.0	8	3	-1
O=C(NC(=S)N1CCCc2ccccc21)c1ccccc1	3	-6	7	-3	-2	1.9	2	-4	0
CC(=O)NC(Cc1c[nH]c2ccccc12)C(=O)Nc1ccc2c(c1)OCO2 (centres undefined)	-1	-20	10	-2	-5	-0.1	17	-1	2
CCCCCCCCS(=O)C1CCS(=O)(=O)C1 (centres undefined)	4	-6	4	1	-2	-1.5	-6	-1	0
COc1ccc(C(CNCC(=O)Nc2ccccc2F)N(C)C)cc1 (centres undefined)	-5	-12	6	9	-5	-0.6	-1	-4	0
Cc1ccc(-n2c(SCC(=O)Nc3ccc4c(c3)OCO4)nnc2-c2ccccn2)cc1	0	1	3	-3	-1	-0.9	3	1	1

Reprinted from the part before: 6 compounds, then new ones.
SMILES	CHRM5 PAM	M1 antag	CHRM1 PAM	M5 antag	M4 antag	CRFR2-BP ag	M4 PAM	CHRM5 agonist	M4 ag
O=C(Nc1cc(C(F)(F)F)ccc1N1CCOCC1)c1ccc(F)cc1	0	-8	9	-1	-11	1.0	8	3	-1
O=C(NC(=S)N1CCCc2ccccc21)c1ccccc1	3	-6	7	-3	-2	1.9	2	-4	0
CC(=O)NC(Cc1c[nH]c2ccccc12)C(=O)Nc1ccc2c(c1)OCO2 (centres undefined)	-1	-20	10	-2	-5	-0.1	17	-1	2
CCCCCCCCS(=O)C1CCS(=O)(=O)C1 (centres undefined)	4	-6	4	1	-2	-1.5	-6	-1	0
COc1ccc(C(CNCC(=O)Nc2ccccc2F)N(C)C)cc1 (centres undefined)	-5	-12	6	9	-5	-0.6	-1	-4	0
Cc1ccc(-n2c(SCC(=O)Nc3ccc4c(c3)OCO4)nnc2-c2ccccn2)cc1	0	1	3	-3	-1	-0.9	3	1	1
CCCCCCCOc1ccc(-c2ccc(C#N)cn2)cc1	8	-13	6	-11	0	1.4	12	-1	1
Cc1nc(-c2cc(-c3nc(-c4ccc(C(C)(C)C)cc4)no3)no2)cs1	-12	11	-6	15	28*	0.6	-21	2	7
O=C(Cn1cnc2cc(Cl)ccc2c1=O)Nc1ccc2c(c1)OCO2	-3	-16	13	6	5	0.3	12	1	1
CCCNC(=O)C1(C)CCN(C(=O)c2oc3ccccc3c2C)C1 (centres undefined)	-8	-22	12	1	-18	.	5	-1	5
COC(=O)c1ccccc1NC(=O)Cn1cnc([N+](=O)[O-])c1	3	-15	7	8	2	-0.7	6	2	1
COc1cc(NC(=O)c2cc(-c3cccs3)on2)cc(OC)c1OC	-6	6	-7	-4	-7	4.2	-8	3	13
COC(=O)c1ccc(N2CCN(C)CC2)c(NC(=O)COc2ccccc2)c1	10	-11	6	8	7	0.1	-7	-2	3
Cc1c(C(N)=O)sc2nc(-c3ccccc3)cn12	-5	-5	8	1	-4	-2.0	1	-2	0
O=C(CSc1ncnc2c1oc1ccccc12)NC1CCCC1	4	-3	2	-6	-7	1.0	-5	2	4
CCC[C@@H](CNC)NC[C@H](Cc1ccccc1)NCCCCc1ccccc1	-6	1	-1	15	14	2.7	1	-7	2
CCOC(=O)c1ccc(Nc2ccc(-c3ccc(OC)c(OC)c3)nn2)cc1	-11	-2	-4	6	-1	1.9	-2	4	12
CC(C)CCNC(=O)CN(Cc1ccccc1)C(=O)CCC(=O)Nc1ccccn1	5	2	4	1	4	0.8	-4	2	2
Cc1ccc(CNC(=O)c2cccc(OCc3c(C)noc3C)c2)cc1	-5	-1	2	-2	1	0.1	-4	-1	1
Cc1nc(C)c(/C(O)=C/c2nc3ccccc3oc2=O)s1	-1	-9	-1	2	-2	49	-3	-1	1
CCC(C)Sc1cccc(-c2nc3ccccn3c2NCc2ccccc2)c1 (centres undefined)	-34	25	-17	3	18	1.5	-9	-4	14
CNc1cccc(-c2ccc(C(C)=O)s2)n1	-2	11	-6	6	-2	.	-2	-1	0
O=C(NCc1ccc(Cl)cc1)c1ccc(Cn2cc(C(F)(F)F)ccc2=O)cc1	-6	3	0	10	-9	1.9	1	-2	5
CCC(C)(NC(=O)c1ccc(=O)[nH]c1)C(=O)NC1CCCC1 (centres undefined)	-4	9	-2	1	4	3.0	-7	1	0
COc1ccc(/C=N/NC(=O)C(C)N(c2ccc(OC)cc2)S(C)(=O)=O)cc1 (centres undefined)	-7	3	-4	15	5	-0.5	1	-1	2
COc1ccccc1NC(=O)C(C)OC(=O)c1ccc(-n2cnnn2)cc1 (centres undefined)	-6	-11	14	4	-14	-1.0	3	1	3
CCSc1nnc(-c2c[nH]c3ccccc23)o1	-5	-5	23	0	-12	-0.7	1	1	1
COc1cccc(N(Cc2nnc3n2CCCCC3)C(=O)Nc2ccccc2)c1	7	-8	7	8	-1	-1.8	4	-4	0
Cc1cccnc1CCNC(=O)CCc1nnc(-c2ccccc2)o1	4	-6	9	-19	-13	0.5	7	2	1
Cc1cc(C)cc(NC(=O)COC(=O)C2CC3C=CC2C3)c1 (centres undefined)	-5	-19	11	-7	-17	-1.2	4	-1	1
O=C(NC1=NCCS1)c1ccc(C(F)(F)F)cc1	-2	-4	4	8	6	-0.5	3	-3	0
SMILES	CHRM5 PAM	M1 antag	CHRM1 PAM	M5 antag	M4 antag	CRFR2-BP ag	M4 PAM	CHRM5 agonist	M4 ag
COc1ccc(C(=O)O)cc1S(=O)(=O)N1CCSCC1	3	-7	6	2	9	-1.0	-1	-1	0
O=C(NC1=C(Nc2ccc(Cl)cc2)C(=O)c2ccccc2C1=O)c1ccccc1	-8	10	-4	2	-4	-4.5	-3	2	5
CNc1nc(-c2cccc(C(=O)N(C)C)c2)cn2ccnc12	0	-9	6	2	-4	.	8	0	2
O=S(=O)(c1cc(Cl)ccc1Cl)n1ccnc1	3	4	1	13	-1	1.0	0	3	1
CCOC(=O)N1CCN(C(=O)c2ccc3c(=O)n(-c4ccc(OC)cc4OC)c(=S)[nH]c3c2)CC1	-2	-15	7	-3	5	-1.5	0	-3	0
O=C(CCN1C(=O)S/C(=C/c2ccc(Cl)cc2)C1=O)N1CCOCC1	-1	2	2	5	-2	-0.9	5	3	2
O=C(NCCc1ccccc1Cl)C1CCN(S(=O)(=O)c2cccs2)CC1	-5	-4	3	0	13	-0.8	-14	5	3
CCc1cccc(NC(=O)CN(c2ccc(OC)cc2)S(=O)(=O)c2c(C)n[nH]c2C)c1	-3	3	0	6	5	-1.7	-9	-1	7
Cc1ccccc1C(=O)NC1CCN(Cc2nnnn2CCc2ccccc2)CC1	4	7	2	-5	7	0.6	0	-5	1
COc1nnc(-c2ccc(N3CCCCC3)c(NC(C)=O)c2)c2ccccc12	-4	-12	8	-4	1	-1.6	-4	-2	-1
O=C(CC(=O)Nc1ccc(Cl)cc1Cl)Nc1ccc(Cl)cc1Cl	2	-13	9	-4	-6	-0.2	8	-4	0
CCN1C(=O)[C@H]2[C@@H](c3ccc(C)cc3)N[C@]3(CCCN(Cc4ccccc4)C3=O)[C@H]2C1=O	0	-20	12	2	-14	0.3	7	0	1
COc1ccccc1NC(=O)N1c2ccc(F)cc2CCC1C (centres undefined)	2	17	-4	-4	-7	0.0	0	0	0
CCOC(=O)N1CCN(C(=O)c2nn(C)c3c2CSc2ccccc2-3)CC1	-7	-6	6	5	-6	-2.8	4	3	2
CCCCn1nnnc1C(c1cc2ccccc2o1)N(C)CCc1ccccc1 (centres undefined)	-6	.	.	0	-1	.	-3	-1	2
O=C(NCC(c1cccs1)N1CCOCC1)c1ccccc1NS(=O)(=O)c1ccc(Cl)cc1 (centres undefined)	-7	3	1	-1	-4	0.7	-6	1	4
O=C(Nn1cnnc1)c1ccc(Cl)c([N+](=O)[O-])c1	4	4	3	2	1	-0.7	-1	2	0
CCOC(=O)c1nc(C)n(-c2ccc([N+](=O)[O-])cc2)n1	-7	3	-5	3	8	-1.7	-5	-2	0
